K1F lysis inhibition = inhibition of K1F phage lysis, E. coli UTI89, bacterial capsule biogenesis inhibitors, alamar blue (AID 488966); E. coli UTI89 K1F phage lysis, alamar blue, 2 h; higher % means a stronger effect; one-dose inhibition, % at 100 µM; IC50 in µM for titrated hits; actives 0.02% (n = 340,000);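 active = phage lysis inhibition, versus mean bacterial control, above a set limit; inconclusive = no clear call, values can overlap the other calls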;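 note: capsule biogenesis inhibitors block K1F phage lysis so surviving cells raise fluorescence; higher fluorescence means more inhibition of phage lysis; actives were called in the ten point dose series up to 300 µM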
NTR1 ag = agonists of NTR1, primary screen, imaging, U2OS cells, beta-arrestin-GFP, high content (AID 493036); Neurotensin receptor type 1 (Homo sapiens), P30989; NTR1-U2OS beta-arrestin-GFP spot imaging, agonist mode; activation, % at 20 µM; actives 0.17% (n = 330,000);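 active = activation at or above 40% of the spot to cytoplasm intensity ratio, with at least 20 cells analyzed; inconclusive = wells under 20 cells, flagged as cytotoxic or low count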;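 note: 0% = DMSO without peptide and 100% = 100 nM NTR1 peptide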
Target sequence (P30989 whole entry, looked up): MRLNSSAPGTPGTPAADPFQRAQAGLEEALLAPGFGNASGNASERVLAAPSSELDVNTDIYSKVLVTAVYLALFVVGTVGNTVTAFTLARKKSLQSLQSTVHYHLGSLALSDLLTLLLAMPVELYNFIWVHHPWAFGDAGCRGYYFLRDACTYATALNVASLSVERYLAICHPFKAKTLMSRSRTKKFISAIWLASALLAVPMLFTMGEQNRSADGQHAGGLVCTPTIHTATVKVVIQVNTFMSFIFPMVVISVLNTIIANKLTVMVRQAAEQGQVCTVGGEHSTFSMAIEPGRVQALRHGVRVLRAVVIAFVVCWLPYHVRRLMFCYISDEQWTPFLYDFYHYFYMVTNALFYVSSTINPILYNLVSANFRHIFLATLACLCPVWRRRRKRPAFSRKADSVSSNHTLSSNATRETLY
NS5 inhibitors = Dengue-2 NS5 methyltransferase inhibitors, primary screen, biochemical, confirmation dose response (AID 588689) | Genome polyprotein (Dengue virus type 2 (strain 16681-PDK53)) | Dengue-2 NS5 methyltransferase capping enzyme assay, biochemical; higher % means a stronger effect | inhibition, % at 25 µM; hits with a dose series show IC50 in µM | actives 0.3% (n = 340,000); in the data active = a potency from the dose series; inconclusive = inhibition above about 29% without an active follow-up result
NTR1 ag cell count 20 µM = further read-out of NTR1 ag, marked with its call; cell count; measured here: cell count, cytotoxicity flag
NS5 inhibitors pilot replicate = further read-out of NS5 inhibitors, marked with its call; inhibition, %; measured here: pilot screen replicate inhibition
* hit, by the source's call; ? = inconclusive; [ ] = dose if it differs, or a comment. The list is partial. The share of hits here may be higher or lower than overall.

SMILES | K1F lysis inhibition | NTR1 ag | NTR1 ag cell count 20 µM | NS5 inhibitors | others
COc1ccc2sc(-c3ccccc3OC)c(-c3ccc(OCCN4CCCC4)cc3)c2c1 | -1.7% | 5.9 | 6 | -3%
Cc1noc(C)c1C(=O)OCC(=O)N1CCc2ccccc21 | 0.1%[50 µM] | 1.0 | 46 | -4%
O=C(COC(=O)c1ccc([N+](=O)[O-])cc1Cl)NCc1ccco1 | -0.4%[50 µM] | -0.7 | 67 | -2%
O=C(COC(=O)CCCN=C1NS(=O)(=O)c2ccccc21)NNC(=O)c1ccccc1 | 0.5%[50 µM] | 0.0 | 63 | 2%
CC(NCC(=O)Nc1ccccc1C(=O)NC1CC1)c1ccco1 (configuration not stated) | 1.0%[50 µM] | 0.2 | 61 | -7%
COc1cc(CC(=O)OCC(=O)NCc2ccco2)cc(OC)c1OC | 1.7%[50 µM] | 0.3 | 51 | -2%
O=C(NCCN1CCOCC1)c1cccc(Br)c1 | 0.2% | -0.8 | 72 | -2%
COc1ccc(CCC(=O)OCC(=O)NCc2ccc(OC)c(OC)c2)cc1OC | 0.9%[50 µM] | -1.7 | 51 | 0%
O=C(COC(=O)COc1ccccc1F)Nc1ccc2c(c1)OCO2 | -0.2% | -0.6 | 59 | -4%
COC(=O)C1=CO[C@@H](O[C@@H]2O[C@H](CO)[C@@H](O)[C@H](O)[C@H]2O)C2C1C=C[C@@]2(O)CO (some centres not stated) | -0.9% | -3.3 | 59 | 3%

2 entries picked at random from those above:
SMILES | K1F lysis inhibition | NTR1 ag | NTR1 ag cell count 20 µM | NS5 inhibitors | others
COc1ccc2sc(-c3ccccc3OC)c(-c3ccc(OCCN4CCCC4)cc3)c2c1 | -1.7% | 5.9 | 6 | -3%
COc1ccc(CCC(=O)OCC(=O)NCc2ccc(OC)c(OC)c2)cc1OC | 0.9%[50 µM] | -1.7 | 51 | 0%

Back to the main list with the 4 entries that preceded the break.
SMILES | K1F lysis inhibition | NTR1 ag | NTR1 ag cell count 20 µM | NS5 inhibitors | others
O=C(NCCN1CCOCC1)c1cccc(Br)c1 | 0.2% | -0.8 | 72 | -2%
COc1ccc(CCC(=O)OCC(=O)NCc2ccc(OC)c(OC)c2)cc1OC | 0.9%[50 µM] | -1.7 | 51 | 0%
O=C(COC(=O)COc1ccccc1F)Nc1ccc2c(c1)OCO2 | -0.2% | -0.6 | 59 | -4%
COC(=O)C1=CO[C@@H](O[C@@H]2O[C@H](CO)[C@@H](O)[C@H](O)[C@H]2O)C2C1C=C[C@@]2(O)CO (some centres not stated) | -0.9% | -3.3 | 59 | 3%
O=C(OCC(=O)N(c1ccccc1)C1CCCCC1)c1ccc(CO)cc1 | 0.5%[50 µM] | 2.8 | 62 | -6%
c1ccc(-c2nnc(CSc3nnc(-c4cccs4)o3)o2)cc1 | 0.6% | -3.8 | 104 | -6% | NS5 inhibitors pilot replicate=4.9
CCOc1ccc(CCNC(=O)CN2C(=O)NC3(CCCCC3C)C2=O)cc1OCC (configuration not stated) | 0.3%[50 µM] | -0.9 | 73 | -6%
O=C(Nc1ccc(S(=O)(=O)N2CCCC2)cc1)c1ccc([N+](=O)[O-])o1 | -1.7%[50 µM] | 18 | 58 | 0%
O=S(=O)(NCc1ccc2c(c1)OCO2)c1ccc2oc3ccccc3c2c1 | -0.1% | 3.5 | 85 | -4%
CCOC(=O)C1=C(C)N(C[C@@H]2CC[C@@H](Cc3ccc4cc(OC)ccc4c3)O2)C(=O)NC1c1ccc(OC)cc1 (some centres not stated) | 0.1% | 6.8 | 73 | -6% | NS5 inhibitors pilot replicate=-5.1
CN(C)CCCN(C(=O)c1ccc(Br)s1)c1nc2cc3c(cc2s1)OCCO3 | 1.1%[50 µM] | 4.1 | 70 | -9%
COc1ccc(S(=O)(=O)N(C)C[C@H]2Oc3c(NS(=O)(=O)c4cn(C)cn4)cccc3C(=O)N([C@H](C)CO)C[C@@H]2C)cc1 | 1.1% | 2.7 | 53 | -6%
O=C(CNc1cccc(S(=O)(=O)N2CCOCC2)c1)Nc1ccc(C(F)(F)F)cc1 | -0.9%[50 µM] | 1.1 | 50 | 0%
COc1cccc2sc(=NC(=O)CS(=O)(=O)c3ccc(Cl)cc3)n(C)c12 | 0.3%[50 µM] | 13 | 41 | 1%
Cc1ccc(OCCOc2ccc(S(=O)(=O)N3CCCC3)cc2C(N)=O)cc1 | 0.5%[50 µM] | 0.9 | 101 | -1%
Cc1ccc(S(=O)(=O)CCC(=O)OCC(=O)N2CCN(S(=O)(=O)c3ccccc3)CC2)cc1 | 1.7%[50 µM] | -0.3 | 61 | 0%
COc1cccc(Oc2ccc(S(=O)(=O)N3CCOCC3)cc2[N+](=O)[O-])c1 | -1.0% | 4.5 | 61 | -1%
COCCOc1ccc(C(F)(F)F)cc1NC(=O)COC(=O)Cc1c[nH]c2ccccc12 | -0.3%[50 µM] | 5.4 | 56 | -2%
COc1cc(/C=C/C(=O)OCC(=O)N2CCC(C)CC2)ccc1OCC#N | 1.3%[50 µM] | 0.7 | 59 | -1%
CCC(C)Sc1cc(-c2nc3cc(C)ccn3c2NC2CCCCC2)ccc1OC (configuration not stated) | 1.6% | -1.9 | 67 | -14%
C=CCn1c(SCC(=O)Nc2ccc(C(=O)O)cc2)nc2scc(-c3ccccc3)c2c1=O | -3.6% | 0.8 | 40 | -6%
CN(C(=O)CSc1nnc(COc2ccccc2F)n1N)C1CCS(=O)(=O)C1 (configuration not stated) | 1.3%[50 µM] | -0.2 | 62 | 6%
NC(=O)c1ccc(SCC(=O)OCC(=O)N2CCCCC2)c([N+](=O)[O-])c1 | 4.3%[50 µM] | -0.5 | 62 | -2%
CCC(=O)OC1(C)C(=O)C=C2C=C(C3CC3)OC=C2C1=O (configuration not stated) | 1.0% | 1.0 | 82 | >100µM*
CC(C)CN(C(=O)COC(=O)CN1C(=O)c2ccccc2C1=O)c1c(N)n(Cc2ccccc2)c(=O)[nH]c1=O | 0.0%[50 µM] | -0.5 | 51 | -3%
Cc1ccc(S(=O)(=O)N2CCOCC2)cc1C(=O)OCC(=O)N1CCCCC1 | 0.3%[50 µM] | -0.7 | 43 | -4%
CCCC(=O)Nc1ccc(S(=O)(=O)N2CCC(c3nc4ccccc4[nH]3)CC2)cc1 | -1.4% | -0.2 | 68 | -4%
COCn1cnc(-c2ccccc2)c1-c1ccccc1 | 0.3% | -0.6 | 41 | 8%
CCN(CC)c1cc(CS(=O)c2ccccc2)nc(-c2ccccc2)n1 (configuration not stated) | -0.4% | 1.2 | 41 | -5%
O=C(CNc1ccc(C(F)(F)F)cc1)Nc1cccc(S(=O)(=O)N2CCCC2)c1 | 1.1%[50 µM] | -1.9 | 68 | -4%
Cc1[nH]c2ccc(C(=O)OC(C)C(=O)NC3CCCCC3C)cc2c1C (configuration not stated) | 1.1%[50 µM] | -1.4 | 54 | 1%
COc1ccccc1-c1oc2ccccc2c1-c1ccccc1OC | 0.7% | 6.8 | 53 | -2%
COc1cc(NC(=O)COC(=O)c2ccccc2SCC(=O)N2CCCC2)cc(OC)c1 | 1.3%[50 µM] | -0.3 | 63 | 1%
CCOC(=O)c1c(NC(=O)COC(=O)CNC(=O)c2ccc(Cl)cc2Cl)sc(C(=O)N(C)C)c1C | -1.5% | 0.8 | 61 | -7%
CN(c1ccccc1)S(=O)(=O)c1cccc(NC(=O)CSc2nnc(C3CC3)n2C)c1 | 0.9%[50 µM] | 3.1 | 56 | -1%
Cc1cc(C)n2nc(C(=O)OCC(=O)c3ccc(F)cc3)nc2n1 | 1.6%[50 µM] | 1.7 | 63 | -14%
OCC[C@H]1C[C@H](O)[C@@H](O)[C@@]2(Cc3ccccc3CCO2)O1 | 1.8% | 5.3 | 68 | -2%
CCCOc1ccccc1OCC(=O)N1CCN(S(=O)(=O)c2ccc(Cl)cc2)CC1 | 0.5%[50 µM] | 0.0 | 78 | 3%
NCCN1CCN(CC(=O)N2c3ccccc3C(=O)Nc3cccnc32)CC1 | -0.8% | 6.4 | 68 | -5%
COc1ccccc1N1CCN(C(=O)c2cc(S(=O)(=O)N3CCOCC3)ccc2C)CC1 | 0.9%[50 µM] | -0.1 | 56 | 4%
Cc1cc2oc(=O)cc(-c3ccccc3)c2c(C)c1-c1ccc(F)c(Cl)c1 | -0.1% | 5.7 | 52 | -8% | NS5 inhibitors pilot replicate=3.6
CC(=O)NC(c1ccco1)c1cc(F)c2cccnc2c1O (configuration not stated) | 2.3% | -1.2 | 55 | -8%
COc1ccc(NC(=O)CNC(=O)Cc2cccc3ccccc23)cc1 | 0.2%[50 µM] | -2.0 | 59 | -13%
CC(=O)c1ccc(NS(=O)(=O)c2ccc3c(c2)CCC(=O)N3)cc1 | 0.2%[50 µM] | -0.6 | 63 | -1%
COc1ccc(CCC(=O)OCC(=O)Nc2sccc2C#N)cc1 | -2.4% | 1.3 | 73 | -13%
CN(Cc1ccco1)C(=O)CSc1nn2c(=O)c(C(C)(C)C)nnc2s1 | 0.3%[50 µM] | 2.6 | 47 | -5%
Cc1ccc(CSCC(=O)Nc2cc(S(=O)(=O)N3CCOCC3)ccc2OC(C)C)cc1 | 0.1%[50 µM] | 2.7 | 62 | -6%
COc1ccccc1C(=O)NC(CCSC)C(=O)OCC(=O)N1CCCC1=O (configuration not stated) | 0.1%[50 µM] | -2.9 | 59 | 0%
CCN(CC(=O)Nc1c(F)cccc1F)C(=O)C1CCC1 | 0.6%[50 µM] | 0.8 | 59 | -1%
Cc1cc2oc(=O)cc(-c3ccccc3)c2c(C)c1-c1ccc(CO)cc1 | 0.2% | 0.0 | 49 | -4% | NS5 inhibitors pilot replicate=-1.5
CC(=O)Nc1ccc(NC(=O)CCc2c(C)noc2C)cc1 | 1.2%[50 µM] | -0.6 | 54 | -4%
NS(=O)(=O)c1ccc(CCNC(=O)CCc2nc3sc4c(c3c(=O)[nH]2)CCCC4)cc1 | 2.4%[50 µM] | -1.3 | 60 | 1%
Cc1c(NC(=O)c2cc(-c3ccc(F)cc3)nc3ccccc23)c(=O)n(-c2ccccc2)n1C | 1.1% | -0.7 | 54 | 2%
CC(C)[C@H](NC(=O)c1cccc(S(=O)(=O)N2CCOCC2)c1)C(=O)NCc1ccc(F)cc1 | -2.4% | 4.1 | 69 | 2%
(listing goes on)
SMILES | K1F lysis inhibition | NTR1 ag | NTR1 ag cell count 20 µM | NS5 inhibitors | others
Cc1cc(C)nc(NC(=O)CCN2C(=O)c3ccccc3S2(=O)=O)n1 | 1.4%[50 µM] | 0.3 | 62 | 2%
Cc1ccc(CN2CCN(CC(=O)N3CCC(C(N)=O)CC3)C2=O)cc1 | 0.0% | -0.9 | 52 | -3%
O=C(COC(=O)COc1ccc(Cl)cc1Cl)NC1CCCCCC1 | 0.1%[50 µM] | 4.3 | 64 | -5%
CCN(CC)S(=O)(=O)c1ccc(N2CCOCC2)c(NC(=O)CC2OC(=O)c3ccccc32)c1 (configuration not stated) | -0.1%[50 µM] | 1.9 | 49 | 6%
COc1ccc(CN2CCN(C(=O)c3ccc(S(=O)(=O)N4CCCCCC4)cc3)CC2)cc1 | 0.0%[50 µM] | 3.3 | 51 | 0%
CC[C@]12c3[nH]c4cc(CCC(=O)N(C)C)ccc4c3CCN1C(=O)[C@@H](CC(=O)NC(C)(C)C)C[C@@H]2C(=O)N1CCN(C(=O)c2ccco2)CC1 | -0.5% | 6.0 | 61 | -4% | NS5 inhibitors pilot replicate=2.4
O=C(O)c1ccccc1NS(=O)(=O)c1ccc(NN=Cc2ccc(F)cc2)c([N+](=O)[O-])c1 | -2.7% | 0.9 | 61 | 10%
O=C(CSc1nccn(-c2ccc(F)c(Cl)c2)c1=O)NC1CCCC1 | 1.0%[50 µM] | 0.4 | 80 | 1%
CS(=O)(=O)c1cccc(-c2nnc(NC(=O)CCS(=O)(=O)c3ccccc3)o2)c1 | 1.0%[50 µM] | -1.2 | 72 | -2%
COc1cc(S(=O)(=O)N2CCN(Cc3cccs3)CC2)ccc1NC(C)=O | 0.6%[50 µM] | -1.9 | 45 | 1%
Cc1cc(C(=O)CN2C(=O)C(=O)N(Cc3ccco3)C2=O)c(C)n1CCc1ccccc1 | 0.1%[50 µM] | 0.7 | 68 | -3%
C=CCC[C@H](Cc1ccc(F)cc1)C(=O)OC[C@@H](Cc1c[nH]c2ccccc12)NC(=O)[C@@H](CC=C)CC(=O)NCCO | -1.6% | 9.5 | 54 | -1%
O=C(/C=C(O)/C=C/c1ccc(O)cc1)/C=C/c1ccc(O)cc1 | 0.8% | -1.2 | 63 | ?
Cn1nc(C(=O)NCc2ccccc2CN2CCCC2)c2ccccc2c1=O | 1.6%[50 µM] | 0.7 | 68 | -4%
Cc1ccc(C)c(NC(=O)COC(=O)c2cccc(S(=O)(=O)N3CCCCC3)c2)c1 | 0.8%[50 µM] | 1.4 | 63 | -4%
NS(=O)(=O)c1ccc(CCNC(=O)c2ccc(NS(=O)(=O)c3ccc4[nH]c(=O)[nH]c4c3)cc2)cc1 | -1.1% | -0.9 | 53 | 1%

High-throughput results deposited in PubChem BioAssay by several laboratories.
